Screening results as filed in PubChem BioAssay.
Fluor 339 460 – intrinsic fluorescence of library compounds, ex339/em460 – biochemical, MLSMR library, data from DPM-DC assay, artefact control, profiling panel; compound autofluorescence, ex339/em460 nm, NADH buffer; stronger effect = higher value; 1 = no-compound wells, NADH background; fluorescence fold increase at 10 µM; 65,000 compounds, 5.5% hits;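 active = at 10 µM, mean starting fluorescence two-fold or more over control wells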;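 note: signal is the first read of a kinetic run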
TNAP act DEA – human TNAP activation, intermediate phosphate acceptor; P05186; purified TNAP, CDP-star luminescence, 100 mM DEA, 30 min; stronger effect = higher value; scale: 0 levamisole-inhibited, 1 vehicle-only enzyme; activation factor at 20 µM; 64,000 tested, under 10 active; AID 813;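 active = activation factor of at least 2 at 20 µM, relative to controls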
M1 antagonist – blocks the rat M1 muscarinic receptor response to acetylcholine; B-score at 10 µM; AID 628; 64,000 compounds, 3.4% hits; CHO-M1 cells, Fluo-4 calcium, ACh EC80 antagonist mode; stronger effect = lower value;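 active = calcium fluorescence response, raw or row-and-column corrected B-score, differing from the plate sample mean either way at a set confidence level, mostly lower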
E coli RNAP – blocks E. coli RNA polymerase transcription | P0A8V2 | fluorescence transcription assay | inhibition, %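 (tested at 10 µM)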 | 62,000 compounds, 0.2% hits; in the data active = inhibition above about 20%;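 note: 0% = enzyme without compound and 100% = no enzyme blank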
M1 agonist – M1 muscarinic receptor agonism | 64,000 compounds, 3% hits | B-score at 10 µM | CHO-M1 cells, Fluo-4 calcium fluorescence, agonist mode; stronger effect = higher value | AID 626;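 active = fluorescence rise, raw or as B-score row- and column-corrected plate score, outside the 99.7% band of its plate's samples, either direction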
SF-1 act – activates the human nuclear receptor SF-1. CHO-K1 Gal4-SF-1 LBD luciferase reporter; % increase over DMSO SF-1-specific signal. 65,000 compounds, 1.9% hits. activation, % at 10 µM. AID 522;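 active = activation above the mean activation of all tested compounds plus 3 SD, cut at about 50% in these data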
Target sequence (Q13285 whole entry, looked up, the tested form may be a part): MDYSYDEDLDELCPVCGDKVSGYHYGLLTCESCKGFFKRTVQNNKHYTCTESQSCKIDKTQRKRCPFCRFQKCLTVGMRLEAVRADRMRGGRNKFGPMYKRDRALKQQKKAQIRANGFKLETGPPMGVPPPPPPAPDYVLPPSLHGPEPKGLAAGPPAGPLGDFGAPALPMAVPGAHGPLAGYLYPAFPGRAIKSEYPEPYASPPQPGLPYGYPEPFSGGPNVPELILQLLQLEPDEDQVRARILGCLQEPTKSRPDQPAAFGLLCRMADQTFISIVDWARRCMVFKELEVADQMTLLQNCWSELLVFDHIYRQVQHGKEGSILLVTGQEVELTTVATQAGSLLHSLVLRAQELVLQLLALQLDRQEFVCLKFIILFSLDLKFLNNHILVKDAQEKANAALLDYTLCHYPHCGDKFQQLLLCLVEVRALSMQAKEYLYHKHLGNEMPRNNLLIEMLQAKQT
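System: CHO-K1 cells with Gal4–hSF-1 LBD chimera plus Gal4-driven luciferase; quantity: 4,000 CHO-K1 cells per well; compound: one dose, 10 µM compound, 1% DMSO; times: 20 h compound treatment, 37 °C; measured by: SteadyLite luciferase luminescence; read-out: percent activation versus DMSO; benchmarks: DMSO and mock-transfected background; replicates: one test per compound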
NADH coupling – blocks coupling enzymes of NAD/NADH assays | coupled PK/LDH NADH assays, four targets | IC50, µM (titrated, usually from 10 µM), inactives show at the top dose inhibition | 65,000 compounds, 0.02% hits;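 active = single-dose screening hits from any of four coupled enzyme assays that gave an IC50 when retested across doses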;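 note: the DPM-DC format reads NADH fluorescence rather than 340 nm absorbance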
RORA act – activators of human nuclear receptor RORA; P35398; CHO-K1 Gal4-RORA LBD luciferase reporter, luminescence; percent increase over mock-subtracted basal signal; activation, % at 10 µM; 65,000 compounds, 1.5% hits; AID 560;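 active = activation above the mean of all tested compounds plus 3 SD, cut at about 49% in these data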;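 note: 0% = DMSO-treated RORA cells and 100% = added signal equal to DMSO minus mock-transfected cells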
Target sequence (P35398 whole entry, looked up, the tested form may be a part): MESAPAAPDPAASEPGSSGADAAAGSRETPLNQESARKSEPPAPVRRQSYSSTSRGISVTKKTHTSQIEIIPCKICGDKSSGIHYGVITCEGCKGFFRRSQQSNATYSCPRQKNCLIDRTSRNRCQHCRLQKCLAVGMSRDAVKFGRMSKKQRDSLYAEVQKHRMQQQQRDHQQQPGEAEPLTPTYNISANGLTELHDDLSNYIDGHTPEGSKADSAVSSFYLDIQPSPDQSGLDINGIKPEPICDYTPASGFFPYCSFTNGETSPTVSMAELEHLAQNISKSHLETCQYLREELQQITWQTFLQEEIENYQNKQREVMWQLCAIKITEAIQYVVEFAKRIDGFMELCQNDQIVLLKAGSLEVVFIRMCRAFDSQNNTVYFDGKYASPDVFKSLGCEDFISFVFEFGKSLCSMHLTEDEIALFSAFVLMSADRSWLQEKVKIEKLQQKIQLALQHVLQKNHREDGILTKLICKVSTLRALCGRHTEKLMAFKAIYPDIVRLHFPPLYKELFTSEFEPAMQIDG
Ecoli tolC – blocks growth of E. coli BW25113 tolC mutant; growth inhibition, % at 10 µM (by protocol); OD615; 65,000 compounds, 2.2% hits;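 active = growth inhibition at or above a cutoff equal to the mean over every tested compound plus 3 SD, cut at about 60% in these data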;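 note: growth measured after 20 h incubation at 37 °C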
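System: E. coli ΔtolC::kan strain BW25113; Buffer or medium: LB broth supplemented with 50 µg/mL kanamycin; Compound: 10 µM final, single dose; Incubation: bacterial growth with compound for 20 h at 37 °C; Signal: A615 absorbance measurement; Evaluation: growth inhibition in percent.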
* hit, by the source's call; . = no result given; [ ] = dose if it differs, or a comment.

SMILES | Fluor 339 460 | TNAP act DEA | M1 antagonist | E coli RNAP | M1 agonist | SF-1 act | NADH coupling | RORA act | Ecoli tolC
COc1ccccc1NC(=O)CN(Cc1ccco1)C(=O)c1ccc(-n2nc(C)cc2C)cc1 | 0.98 | 0.9 | 0.18 | . | 5.9* | 5 | 6% | -4 | 11
CCCn1c(=O)n(C)c(=O)c2c(SCc3cc(C(C)=O)ccc3OCC)nc(C3CC3)nc21 | 1.2 | 0.9 | -0.019 | 4 | -0.018 | 3 | 2% | -20 | 1
CCOC(=O)Cc1csc(NC(=O)c2ccc3c(c2)OCO3)n1 | 1.1 | 1 | -1.2 | -5 | -2.3* | -11 | 1% | -12 | 9
CCOC(=O)c1cc(-c2ccc(C)cc2)n(CC(=O)NCc2ccco2)c1C | 1 | 1.1 | -0.36 | 5 | -0.065 | -21 | 6% | -11 | -12
CN(C)CCCN1C(=O)C(=O)/C(=C(/O)c2ccc3c(c2)OCO3)C1c1ccco1 (stereo not drawn) | 1.2 | 0.9 | 0.69 | -1 | 0.053 | 14 | 2% | -9 | -26
O=C1NC2(CCCCC2)Cc2ccccc21 | 1.1 | 0.9 | -0.071 | 2 | -0.11 | 5 | 3% | -17 | -4
Cc1cc(NC(=O)Cn2c(=O)c3c(ncn3CCC(C)C)n(Cc3ccccc3)c2=O)no1 | 1.2 | 1 | -1.5 | 2 | -1.5 | 0 | 4% | 28 | 19
O=C(CSc1nc2sc3c(c2c(=O)[nH]1)CCCC3)NCCO | 1.2 | 0.9 | 0.011 | 0 | 0.25 | 6 | 2% | -10 | 3
COC(=O)C(C(=O)OC)C(C(C)C)C(C(=O)OC)C(=O)OC | 1.1 | 0.9 | 0.0079 | . | 1.1 | . | 4% | . | -11
COc1ccc2c(C)c(Cl)c(=O)oc2c1 | 2.2* | 0.9 | -0.15 | -13 | 0.44 | 12 | 4%[fluoresces] | 4 | 7
CC(C)OCCCNC(=O)C1CCC(=O)N1C(C)C (stereo not drawn) | 1.1 | 0.9 | -0.31 | 2 | -0.029 | 11 | 8% | -16 | -13
CCOCCOC(=O)C1=C(C)NC2=C(C(=O)CC(c3cccs3)C2)C1c1ccsc1 (stereo not drawn) | 2.1* | 1 | 0.61 | -10 | 0.51 | -23 | 2%[fluoresces] | -18 | 3

Fluor 339 460: hit marks shown above
Molecule	Fluor 339 460	TNAP act DEA	M1 antagonist	E coli RNAP	M1 agonist	NADH coupling
COc1ccc2c(C)c(Cl)c(=O)oc2c1	2.2*	0.9	-0.15	-13	0.44	4%[fluoresces]
CCOCCOC(=O)C1=C(C)NC2=C(C(=O)CC(c3cccs3)C2)C1c1ccsc1 (stereo not drawn)	2.1*	1	0.61	-10	0.51	2%[fluoresces]

(further entries)
SMILES | Fluor 339 460 | TNAP act DEA | M1 antagonist | E coli RNAP | M1 agonist | SF-1 act | NADH coupling | RORA act | Ecoli tolC
c1coc(-c2nc(-c3ccco3)c(-c3ccco3)nc2-c2ccco2)c1 | 2.2* | 0.9 | . | 23* | . | -8 | 16%[fluoresces] | 5 | 14
O=C(NCC1CCCO1)Nc1cccc(Cl)c1 (stereo not drawn) | 1.1 | 1 | -0.048 | 6 | -0.088 | 19 | 0% | 24 | 11
Clc1ccc(OCc2nnc3n2N=C(c2ccc4c(c2)OCCO4)CS3)c(Cl)c1 | 1.1 | 0.9 | 0.27 | -2 | 0.44 | -35 | 3% | -2 | -8
Cc1ccc(-c2csc(N(CCCN3CCOCC3)C(=O)c3ccco3)n2)cc1 | 1.1 | 0.9 | 0.42 | 7 | 2.3 | 7 | 6% | 18 | 5
COc1ccc(OCCN2C(=O)NC(C)(c3ccc(C)cc3)C2=O)cc1 (stereo not drawn) | 1.1 | 0.9 | -0.37 | 6 | -0.014 | -11 | 2% | 2 | 11
COCCn1c(C)cc(C(=O)CSc2ccc(NC(C)=O)cc2)c1C | 1.1 | 0.9 | -0.97 | 2 | 0.79 | -2 | 8% | -9 | 1
CCn1c(CNc2ccc(F)cc2)nnc1SCC(=O)Nc1ccc(OC)cc1OC | 1 | 0.9 | 0.022 | 8 | 0.021 | 12 | 6% | -10 | 0
CCc1cc2c(=O)c(-c3nc4ccccc4n3C)c(COCC(=O)O)oc2cc1O | 1.5 | 0.9 | 0.067 | 12 | 0.39 | -16 | 3% | 0 | -4
CCc1nnc(NC(=O)CSc2nnc(Cc3ccccc3)n2-c2ccccc2)s1 | 1 | 0.9 | 0.17 | 2 | -1 | 0 | 8% | -28 | -6
COc1cccc(CN(Cc2ccco2)C(c2ccc(F)cc2)c2nnnn2C(C)(C)C)c1 (stereo not drawn) | 1 | 0.9 | 0.018 | 7 | 4.1 | -4 | 6% | -24 | 7
Cc1ccc(N(CN2C(=O)C3CC=CCC3C2=O)C(=O)c2ccco2)cc1Cl (stereo not drawn) | 1.1 | 1 | -0.38 | -3 | 0.02 | 5 | 4% | 22 | 15
O=C(Nc1cccc(-c2nnc(-c3ccccc3)o2)c1)c1ccc(Br)o1 | 1.1 | 0.9 | 0.018 | 9 | 1 | 67* | 2% | 11 | 84*
COc1ccc(NC(=O)CCSc2nnc(C)s2)cc1 | 1 | 0.9 | . | 3 | . | . | 4% | . | -2
COc1ccc2cc(C(c3nnnn3C3CCCCC3)N3CCCCCC3)c3nnnn3c2c1 (stereo not drawn) | 1.1 | 0.9 | 0.16 | 11 | 0.65 | -10 | 2% | -3 | -5
O=C(Nc1ccccc1)Nc1ccccn1 | 1.1 | 0.9 | 0.48 | 9 | -0.25 | 33 | 0% | 15 | -10
O=C(C1CCN(S(=O)(=O)c2ccc(-n3cnnn3)cc2)CC1)N1CCN(c2ccccc2)CC1 | 1 | 0.9 | -0.091 | 8 | 0.49 | 2 | 4% | 11 | 8
COc1ccc(N2CCN(C(=O)C3CCC(Cn4c(=S)[nH]c5ccccc5c4=O)CC3)CC2)cc1 (stereo not drawn) | 1.1 | 0.9 | 0.31 | 5 | -0.97 | -14 | 3% | 18 | 23
CCn1c(SCCC(=O)Nc2ccccc2)nnc1-c1ccc(OC)cc1 | 1.1 | 0.9 | 0.49 | 3 | 0.37 | 0 | 3% | -20 | 16
Cc1ccc(S(=O)(=O)N2CCN(C(=O)N(C)C)CC2)cc1C | 1.1 | 1 | 0.9 | 4 | 0.65 | -15 | 1% | -11 | 9
Cc1ccc(N(CN2CCCC2=O)C(=O)c2ccc(OC(C)C)cc2)cc1 | 1.1 | 1 | -0.21 | 6 | 1.8 | 1 | 5% | 8 | 6
N#Cc1ccc(CSc2nnc(Nc3ccccc3)s2)cc1 | 1.1 | 0.9 | 0.062 | 10 | -0.22 | 10 | 5% | 3 | 6
CCOc1ccccc1CNc1nc2nc3c(c(=O)n2[nH]1)CCC3 | 1.1 | 0.9 | 0.022 | 4 | 1 | 14 | 8% | 7 | 10
O=c1oc2c3c4c(cc2c2c1CCC2)OCCN4CCC3 | 2.2* | 1.3 | -1.4 | -3 | 24* | -21 | 7%[fluoresces] | 0 | 21
Cc1c(C)c2cc(Cl)c(O)c(CN(C)C)c2oc1=O | 2.3* | 1 | 0.64 | -171 | 0.18 | 1 | 4%[fluoresces] | 1 | -10
Cn1c(=O)c(=O)n(C)c2cc(S(=O)(=O)N3CCCCC3)ccc21 | 1.2 | 0.9 | 0.83 | 4 | 0.17 | 9 | 4% | 12 | -11
COc1cccc(OCCOCCN(C)CCO)c1 | 1 | 1 | -0.21 | 9 | 0.32 | -10 | 2% | -2 | -5
Cc1ccc(S(=O)(=O)CC2CSc3nc(N)cc(=O)n32)cc1 (stereo not drawn) | 1.1 | 0.9 | 0.37 | 9 | -0.01 | -13 | 7% | -7 | -17
O=C(Nc1ccon1)c1sc2cc(F)ccc2c1Cl | 1.1 | 0.9 | -0.11 | 1 | -1.4 | 45 | 1% | 41 | -7
Cc1ccc(C)n1-c1ccc(-c2nnco2)cc1 | 1.1 | . | 0.075 | 1 | -0.43 | -9 | 0% | -12 | 5
COC(=O)c1cccc(NC(=O)Cn2nnc3ccccc32)c1 | 1.1 | 0.9 | -0.56 | -1 | -0.1 | -7 | 12% | -13 | 5
CCOC(=O)c1c(-c2ccc(C)cc2C)csc1NC(=O)CSc1nnnn1C | 1.1 | 0.9 | -1.5* | 6 | 0.31 | -11 | 2% | 2 | 16
CC(C)N1C(=S)SC(C)(C)C1NO (stereo not drawn) | 1 | 1 | -0.043 | 9 | -0.099 | 13 | 1% | -4 | -9
O=C(Nc1cccnc1)c1ccc(COc2ccccc2Br)o1 | 1.1 | 0.9 | 0 | 5 | 0.12 | 2 | 5% | 16 | 44
COc1ccc(-c2nc(CS(=O)CC(=O)NCc3ccc4c(c3)OCO4)c(C)o2)cc1 (stereo not drawn) | 1.1 | 1 | -0.54 | 6 | -0.056 | 6 | 5% | -7 | 2
CCOC(=O)N1CCC(NC(=O)c2cnn3cccnc23)CC1 | 2.1* | 0.9 | 0.56 | . | -0.53 | 17 | 10% | -20 | -7
COc1cccc(NC(=O)Nc2cccs2)c1 | 1.1 | 1 | -1 | 1 | -2.3 | 40 | 1% | 39 | 6
COC(=O)CN(c1nc(C)c(Cl)c(OC)n1)S(=O)(=O)c1ccc(C)cc1 | 1.1 | 0.9 | 0.15 | 9 | -0.29 | -9 | 2% | -10 | 3
CN1CCN(C(CNS(=O)(=O)c2ccc(F)cc2)c2cccnc2)CC1 (stereo not drawn) | 1.1 | 1 | 1.7 | 10 | -0.72 | -1 | 2% | 7 | -25
Cc1ccc(C2NC(=O)c3ccccc3N2)s1 (stereo not drawn) | 2.1* | 0.9 | -0.56 | 1 | -0.016 | 89* | 8%[fluoresces] | 77* | 15
CCn1c2ccccc2c2nc3cc(S(=O)(=O)N4CCOCC4)ccc3nc21 | 1.4 | 0.9 | -0.82 | 13 | 1.5 | 6 | 24% | -3 | 8
CCCOc1ccc(/C(O)=C2/C(=O)C(=O)N(CCCOC)C2c2cccnc2)cc1 (stereo not drawn) | 1.1 | 0.9 | -1.8 | 9 | -0.19 | -3 | 2% | 14 | 7
O=C(c1ccccc1)c1cccn1CC(=O)N1CCN(c2ccc(F)cc2)CC1 | 1 | 0.9 | -0.66 | 5 | -0.56 | -13 | 3% | -37 | 4
CN(C)CCNC(=O)Cc1c(C(=O)O)n(C)c2ccccc12 | 1 | 0.9 | 0.71 | 7 | -0.39 | 6 | 7% | 5 | -12
COc1ccc(-c2ccc(CCC(=O)O)n2NC(=O)c2cccs2)cc1 | 1.1 | 0.9 | 0.25 | 11 | -0.27 | 2 | 1% | -14 | 8
Cc1nn(-c2ccc(Cl)cc2)c2[nH]c(=O)c(CNCc3ccc4c(c3)OCO4)cc12 | 1.3 | 1.1 | -0.88 | 7 | 1.3 | 5 | 5% | -15 | 45
O=C(CSc1nnc(COc2ccc3c(c2)CCCC3)o1)Nc1ccc(F)cc1 | 1 | 0.9 | -0.8 | 2 | -0.089 | 10 | 3% | -12 | -1
CCOC(=O)c1c2n(c3c(NCc4ccccc4)ncnc13)CCCC2 | 1.1 | 1.1 | -0.87 | 3 | -0.65 | 3 | 2% | -1 | 8
